Screens: PubChem, The Scripps Research Institute Molecular Screening Center
ULK1 inh = ULK1 kinase inhibitors, primary screen, biochemical, AlphaScreen; AlphaScreen Atg13 phosphorylation by ULK1, luminescence; inhibition, % at 5.96 µM; hit rate 1.9% among 30,000; AID 1259251, 2017; in the data active = inhibition above about 43%;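 note: 0% = median of compound wells and 100% = no enzyme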
Target sequence (O75385 whole entry, looked up): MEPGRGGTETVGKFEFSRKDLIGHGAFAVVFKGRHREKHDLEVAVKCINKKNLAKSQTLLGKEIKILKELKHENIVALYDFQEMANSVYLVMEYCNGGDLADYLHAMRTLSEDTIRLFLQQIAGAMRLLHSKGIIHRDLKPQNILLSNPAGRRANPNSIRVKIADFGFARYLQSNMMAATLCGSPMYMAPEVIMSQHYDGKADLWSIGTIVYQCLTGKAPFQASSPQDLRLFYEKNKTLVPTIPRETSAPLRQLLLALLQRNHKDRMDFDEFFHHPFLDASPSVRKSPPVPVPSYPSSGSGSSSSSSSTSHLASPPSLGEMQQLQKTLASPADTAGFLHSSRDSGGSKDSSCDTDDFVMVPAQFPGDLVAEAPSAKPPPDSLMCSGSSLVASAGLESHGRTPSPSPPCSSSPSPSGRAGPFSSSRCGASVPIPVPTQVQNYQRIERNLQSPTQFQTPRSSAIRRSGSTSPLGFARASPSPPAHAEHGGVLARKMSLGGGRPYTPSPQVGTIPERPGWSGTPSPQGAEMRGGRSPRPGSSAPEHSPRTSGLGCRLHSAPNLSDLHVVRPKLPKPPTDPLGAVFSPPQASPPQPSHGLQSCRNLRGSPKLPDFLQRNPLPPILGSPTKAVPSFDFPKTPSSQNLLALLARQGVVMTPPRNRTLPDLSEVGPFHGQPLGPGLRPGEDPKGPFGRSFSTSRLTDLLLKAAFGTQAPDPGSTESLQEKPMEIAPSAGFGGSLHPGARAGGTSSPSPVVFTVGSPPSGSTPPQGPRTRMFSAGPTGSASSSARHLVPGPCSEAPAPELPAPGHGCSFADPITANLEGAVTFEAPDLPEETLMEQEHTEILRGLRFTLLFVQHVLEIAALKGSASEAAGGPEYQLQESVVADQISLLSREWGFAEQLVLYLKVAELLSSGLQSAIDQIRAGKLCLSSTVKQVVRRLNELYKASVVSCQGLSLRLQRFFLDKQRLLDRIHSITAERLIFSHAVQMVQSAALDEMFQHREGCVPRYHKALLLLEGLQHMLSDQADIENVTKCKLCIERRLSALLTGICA
ASK1 inh = ASK1 kinase inhibitors, primary screen, biochemical, AlphaScreen. Mitogen-activated protein kinase kinase kinase 5 (Homo sapiens), Q99683. AlphaScreen MKK6 phosphorylation by ASK1, luminescence. inhibition, % at 7.44 µM. hit rate 0.99% among 22,000. AID 1159602, 2016; in the data active = inhibition above about 35%;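 note: 0% = median of compound wells and 100% = no enzyme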
* hit, by the source's call; . = not tested or not shown; & = joins results of further samples.

Order of values – ULK1 inh | ASK1 inh
Nc1cccc(-c2nc(NCc3cccnc3)c3ncn(Cc4ccc(C(F)(F)F)cc4)c3n2)c1
  -21 | -13
CCCNc1nc(-c2cccs2)ncc1C
  3 | -11
O=C(Nc1cc(-c2ccccc2Oc2ccc(F)cc2)ccn1)C1CCOC1 (centres undefined)
  -35 | 10
CCN(CC)c1nc(NCCO)nc(Nc2ccc(N3CCOCC3)cc2)n1
  2 | -8
NC(=O)N/N=C/c1ccc([N+](=O)[O-])o1
  -1 | .
O=S(=O)(c1cccc2cnccc12)N1CCCN(S(=O)(=O)c2cccc3cnccc23)CC1
  4 | -6
CCc1ccc2nc(NCCCn3ccnc3)sc2c1
  8 | .
CC(=O)Nc1ccc(NC(=O)Cc2cn(-c3ccc(Nc4ccc(N5CCOCC5)cc4)nn3)c3ccccc23)cc1
  1 | 10
COc1ccc(-c2nc(C(=O)Nc3ccc(N4CCOCC4)cc3)cs2)cc1
  4 | 8
COc1cc(C)c(C)cc1S(=O)(=O)Nc1ccc(-c2ccc(N3CCCCC3)nn2)cc1
  -9 | .
COc1cc(Nc2ccnc(Nc3ncccn3)n2)cc(OC)c1OC
  -2 | -3
CCN(CC)C(=O)C1CCCN(c2nc(NCCO)c3ncn(-c4ccsc4)c3n2)C1 (centres undefined)
  4 | -13
O=C(c1cccnc1)N1CCCN(S(=O)(=O)c2cccc3cnccc23)CC1
  -1 | -7
Cn1c(=O)cc(NCCCN2CCOCC2)n(Cc2ccccc2)c1=O
  8 | .
CC(=O)Nc1ccc(S(=O)(=O)Nc2ccc([N+](=O)[O-])cc2)cc1
  -5 | .
NC(=O)c1cccc(N2CCN(Cc3ccc4c(c3)OCO4)CC2)n1
  11 | 2
COc1cc(NC(=O)c2cccc(-n3cc(NC(=O)Nc4cccc(C(F)(F)F)c4)cn3)c2)cc(OC)c1OC
  -53 | 4
CCCN1CC(CSC)CC2c3cccc4[nH]cc(c34)CC21 (centres undefined)
  11 | .
COC(=O)c1ccc(CNC(=O)Nc2ccc(-c3cn[nH]c3)cc2)cc1
  3 | 12
c1ccc(CNc2ncnc3nc(Nc4ccncn4)[nH]c23)cc1
  8 | 0
c1cnc2ccc(Nc3cc(Nc4ccc(N5CCOCC5)cc4)ncn3)cc2c1
  -73 | 4
Nc1nc(NCc2ccccc2)cc(-c2ccc3[nH]ccc3c2)n1
  0 | 11
COc1ccc(CCNc2nc(-c3cccc(C(C)=O)c3)nc3c2ncn3C2CCCCC2)cc1
  -4 | 4
Cc1cc(C)cc(C(=O)Nc2cc(C)nn2-c2ncnc3c2cnn3-c2ccc(Cl)cc2)c1
  -3 | .
c1ccc(CN2CCC(Nc3nc(N4CCOCC4)nc4c3ncn4-c3ccccc3)CC2)cc1
  -5 | 0
CN(C)c1cccc(Nc2nc3ncnc(NC4CCN(Cc5ccccc5)CC4)c3[nH]2)c1
  12 | 1
CC(=O)Nc1ccc(Nc2ncnc3nc(-c4cccc(C(C)=O)c4)[nH]c23)cc1
  -4 | 13
COc1cc(Nc2cc(NCc3ccccc3)nc(N)n2)cc(OC)c1OC
  -15 | 0
CN(C)c1cccc(Nc2nc(NCc3nc4ccccc4[nH]3)c3ncn(CCN4CCCC4=O)c3n2)c1
  25 | 10
Cc1nn(C)c(C)c1-c1nc2c(NC3CCN(Cc4ccccc4)CC3)ncnc2n1C(C)C
  -3 | -5
CCN1CCC[C@H]1CNC(=O)c1c(OC)ccc(Br)c1OC
  2 | .
Cc1nn(C)c(C)c1-c1nc(NCc2ccccc2)c2ncn(-c3ccsc3)c2n1
  -14 | -8
CC[C@H]1CN2CCc3cc(OC)c(OC)cc3[C@@H]2C[C@@H]1C[C@H]1NCCc2cc(OC)c(OC)cc21
  -2 | .
Cc1cnc(N2CCc3ccccc3C2)nc1NCCO
  0 | -7
Cc1nn(C)c(C)c1-c1nc(Nc2ccc(N3CCOCC3)cc2)c2ncn(C3CCCCC3)c2n1
  5 | 18
O=C(NC1CC1)c1csc(-c2csc3ccccc23)n1
  -2 | 13
CC(C)N(CCNC(=O)c1cnc(Nc2nc3ccccc3n2C)s1)C(C)C
  12 | -16
CN1CCN(c2ccc(-c3ncc(C(=O)NCCOc4ccccc4)s3)cc2)CC1
  -1 | -4
CC1(C)O[C@@H]2C[C@H]3[C@@H]4C[C@H](F)C5=CC(=O)CC[C@]5(C)[C@H]4[C@@H](O)C[C@]3(C)[C@]2(C(=O)CO)O1
  12 | .
O=C(Nc1ccc(N2CCOCC2)cc1)c1cccc(-n2nccc2NC(=O)c2ccncc2)c1
  -2 | 3
Cc1cccc(Nc2ccc3c(cnn3-c3cccc(C(=O)NCCN4CCN(CC5CC5)CC4)c3)c2)c1Cl
  -35 | 36*
CN1CCN(C(=O)c2ccnc(Nc3ccc4[nH]ncc4c3)c2)CC1
  -9 | 6
O=C1CCCN1CCCNc1ccnc(NC2CCN(Cc3ccccc3)CC2)n1
  6 | -7
FC(F)(F)c1ccc(Cn2cnc3c(NC4CC4)nc(-c4ccc(N5CCOCC5)nc4)nc32)cc1
  -11 | 0
CCN(CC)CC(=O)Nc1c(C)cccc1C
  -6 | .
COc1ccc2c(c1)CC(C(=O)Nc1ccc(-c3cn[nH]c3)c(OCCN(C)C)c1)CO2 (centres undefined)
  4 | 14
CC(=O)Nc1ccc(Nc2cc(-c3ccc(C(=O)NC4CC4)cc3)nc(N)n2)cc1
  -1 | -4
Oc1c(Cl)cc(Cl)cc1Sc1cc(Cl)cc(Cl)c1O
  84* | .
NC(=O)c1ccc(-c2cccc(C(=O)NCc3nc4ccccc4[nH]3)c2)cc1
  2 | -16
CC(=O)c1cccc(-c2cccc(C(=O)NCc3ccccc3)c2)c1
  5 | -4

(cont.)
Order of values – ULK1 inh | ASK1 inh
O=c1ccc(-c2cccs2)cn1Cc1ccc2ccccc2c1
  4 | .
Cn1c(=O)[nH]c(N2CCC3(CC2)OCCO3)c(Cc2ccc(F)cc2Cl)c1=O
  3 | .
CCN(CC)CCOc1ccc2nc(N(C)C)sc2c1
  1 | .
CCCNc1cc(C)nc(-c2cccc(C(C)=O)c2)n1
  5 | -5
O=C(Nc1ccc2c(c1)OCO2)c1cnc(NC2CCC(O)CC2)s1 (centres undefined)
  28 | -13
Cc1ccc(S(=O)(=O)NC(=O)NC2CCCC2)cc1
  1 | .
O=C1CCCN1CCCNc1ccnc(NCc2ccc3c(c2)OCO3)n1
  -4 | -3
COc1ccc(CNc2cc(C)nc(Nc3ccc(OC(F)(F)F)cc3)n2)cc1
  -16 | -22
COc1ccc(-c2nc3ncnc(Nc4ccc(N5CCOCC5)cc4)c3[nH]2)cn1
  16 | 13
CC(C)n1cnc2c(NCCN3CCOCC3)nc(Nc3ccc(-n4ccnc4)cc3)nc21
  15 | -4
COc1cc(-c2ccc(=O)[nH]n2)ccc1OC(F)F
  1 | .
CCN1CCN(c2c(Cl)cccc2NC(=O)c2ccc(Cl)s2)CC1
  -8 | 9
O=C1c2ccc([N+](=O)[O-])cc2C(=O)N1c1ccc(Br)cc1Br
  -8 | .
Cc1ccc(C(=O)N2CCC(Nc3cccc4cncc(C)c34)CC2)cc1F
  -10 | -9
CC(=O)c1cccc(-c2nc3ccc(C(N)=O)cc3s2)c1
  8 | 4
COc1ccc(CCNc2ncnc3c2nc(Nc2ccc(-n4ccnc4)cc2)n3C(C)C)cc1
  -15 | 2
O=C(Nc1cccc(Cl)c1N1CCN(Cc2ccco2)CC1)c1ccc(Br)o1
  -2 | -9
CCN(CC)C(=O)COc1cc(-c2cn[nH]c2)ccc1NC(=O)C1COc2ccc(OC)cc2C1 (centres undefined)
  -9 | -5
CCCNc1ccnc(Nc2nccc3ccccc23)n1
  0 | -3
CC(C)n1cnc2c(NCCN3CCOCC3)nc(N3CCC(N4CCOCC4)CC3)nc21
  1 | 1
COc1cc(NC(=O)c2ccnc(-c3ccc(N4CCOCC4)nc3)c2)cc(OC)c1OC
  1 | 9
Cc1ncn(-c2ccc(Nc3ncc4cccc(-c5ccc6ncccc6c5)c4n3)cc2)n1
  6 | 30
Nc1nc(Nc2ccccc2)cc(-c2csc3ccccc23)n1
  -59 | -18
CCNc1nc(NCCN2CCOCC2)c2ncn(C3CCCCC3)c2n1
  6 | -10
COC(=O)c1cc(Nc2ccccc2)cc(-c2ccnc(NC(=O)C3CCOC3)c2)c1 (centres undefined)
  -16 | 4
Cc1cc(NCCCN2CCCC2=O)nc(-c2cccc(N)c2)n1
  -13 | -29
Nc1nc(NCCN2CCOCC2)cc(N2CCCC2CO)n1 (centres undefined)
  8 | -15
COc1cc2nc(NCCN3CCOCC3)nc(NCc3cccc(C(F)(F)F)c3)c2cc1OC
  -7 | -4
FC(F)(F)c1cccc(CNc2nc(Nc3cccnc3)nc3c2ncn3C2CCCCC2)c1
  2 | -7
Nc1cccc(-c2cccc(C(=O)Nc3ccccc3)n2)c1
  1 | -3
CCC(=O)OC(OP(=O)(CCCCc1ccccc1)CC(=O)N1C[C@H](C2CCCCC2)C[C@H]1C(=O)O)C(C)C (some centres undefined)
  -5 | .
CCCC(=O)NC(N1CC(C)OC(C)C1)C(Cl)(Cl)Cl (centres undefined)
  2 | .
FC(F)(F)c1ccccc1Nc1nccs1
  -9 | .
CCCNc1nc(N2CCC(N3CCOCC3)CC2)ncc1C
  -3 | -2
O=C(N[C@H]1CC[C@H](C(=O)Nc2ccc3[nH]ncc3c2)C1)C(O)c1ccc(F)cc1F (some centres undefined)
  4 | 7
CC(C)n1c(Nc2ccncc2)nc2c(Nc3ccc(Oc4ccccc4)cc3)ncnc21
  -22 | 6
CS(=O)(=O)c1ccc(N2CCC(O)CC2)c(F)c1
  11 | .
COc1cc(Nc2ncnc3nc(-c4ccc(C(=O)N5CCN(C)CC5)cc4)[nH]c23)cc(OC)c1OC
  22 | -7
O=C(NC1CC1)c1ccc(-c2nc(NC3CCN(Cc4ccccc4)CC3)c3ncn(-c4ccsc4)c3n2)cc1
  0 | 2
CC(C)N(CCNc1ncnc2c1nc(Nc1ccc(-n3ccnc3)cc1)n2C(C)C)C(C)C
  -11 | -13
O=C(Nc1ccc2[nH]ncc2c1)[C@H]1C[C@H](O)CN1C(=O)Nc1ccccc1
  0 | -19
O=C(NC1CCC(Nc2ccc3[nH]ncc3c2)CC1)C(O)c1ccc(Br)cc1 (centres undefined)
  -8 | -1
COCCNc1ncc(-c2ccc(Cl)cc2)cn1
  14 | .
OCC1OC(O)CC(O)C1O (centres undefined)
  4 | .
O=C(c1cc2nc(-c3ccco3)cc(C(F)(F)F)n2n1)N1CCCCC1
  -6 | .
O=C(NCc1cccc(C(F)(F)F)c1)c1cccc(Nc2ccc3ncccc3c2)c1
  -20 | -9
O=C(Cc1cn(-c2ccc(N3CCN(Cc4ccc5c(c4)OCO5)CC3)nn2)c2ccccc12)NCCN1CCOCC1
  8 | 10
Cc1cc(NCCN(C(C)C)C(C)C)nc(Nc2cccc(N(C)C)c2)n1
  7 | -7
CN(C)c1cccc(Nc2ccc(N3CCC(C(=O)NCCOc4ccccc4)CC3)nn2)c1
  4 | 16
COc1cc(Nc2nc(Nc3ccc4ncccc4c3)nc3c2ncn3Cc2ccc(C(F)(F)F)cc2)cc(OC)c1OC
  -20 | 1

Three structures already listed, arranged by length of the SMILES, rising:
Order of values – ULK1 inh | ASK1 inh
COCCNc1ncc(-c2ccc(Cl)cc2)cn1
  14 | .
O=C(NC1CCC(Nc2ccc3[nH]ncc3c2)CC1)C(O)c1ccc(Br)cc1 (centres undefined)
  -8 | -1
O=C(Nc1ccc2[nH]ncc2c1)[C@H]1C[C@H](O)CN1C(=O)Nc1ccccc1
  0 | -19

Further entries follow:
Order of values – ULK1 inh | ASK1 inh
CO[C@H]1C=CO[C@@]2(C)Oc3c(C)c(O)c4c(O)c(c(/C=N/N5CCN(C6CCCC6)CC5)c(O)c4c3C2=O)NC(=O)/C(C)=C\C=C[C@H](C)[C@H](O)[C@@H](C)[C@@H](O)[C@@H](C)[C@H](OC(C)=O)[C@@H]1C
  8 | .
CCCNc1cc(C)nc(Nc2ccc(N3CCOCC3)cc2)n1
  8 | 14
c1ccc(CNc2ncc(-c3ccccc3)cn2)cc1
  8 | .
O=C(NCCCN1CCCC1=O)c1ccc2nc(Nc3ccncc3)sc2c1
  9 | -5
COc1ccccc1-n1ncc2c(=O)[nH]c(SCc3cc(C)ccc3C)nc21
  -2 | .
CCCNC(=O)c1cncc(-c2cccc(N)c2)c1
  -14 | -17
CC(C)n1cnc2c(NC3CCN(Cc4ccccc4)CC3)nc(-c3ccc4c(ccn4C)c3)nc21
  -6 | 2
CC(C)N(CCNC(=O)c1cccc(N2CCCC2CO)n1)C(C)C (centres undefined)
  2 | -8
O=C(CNC(=O)c1ccccc1)Nc1cnn(-c2cccc(C(=O)Nc3ccc(N4CCOCC4)cc3)c2)c1
  4 | 6
CC(=O)Nc1ccc(Nc2nc(NCCCN3CCCC3=O)ncc2C)cc1
  35 | -14
CCN(CC)C(=O)C1CCCN(c2nccc(NCc3cccc(C(F)(F)F)c3)n2)C1 (centres undefined)
  -4 | 0
COc1ccc(C(=O)Nc2c(Cl)cncc2Cl)cc1OC1CCCC1
  -3&-8 | .
CN1/C(=C\C(=O)c2ccco2)C(C)(C)c2ccccc21
  1 | .

5 of these compounds in another layout:
| ULK1 inh | ASK1 inh | Molecule |
| --- | --- | --- |
| -14 | -17 | CCCNC(=O)c1cncc(-c2cccc(N)c2)c1 |
| -6 | 2 | CC(C)n1cnc2c(NC3CCN(Cc4ccccc4)CC3)nc(-c3ccc4c(ccn4C)c3)nc21 |
| 2 | -8 | CC(C)N(CCNC(=O)c1cccc(N2CCCC2CO)n1)C(C)C (centres undefined) |
| 4 | 6 | O=C(CNC(=O)c1ccccc1)Nc1cnn(-c2cccc(C(=O)Nc3ccc(N4CCOCC4)cc3)c2)c1 |
| 35 | -14 | CC(=O)Nc1ccc(Nc2nc(NCCCN3CCCC3=O)ncc2C)cc1 |
